Source: PubChem
TLR9-MyD88 block = inhibitors of TLR9-MyD88 association in cells, primary screen, cell-based, CHO, BLA complementation, fluorescence; CCF4 FRET ratio; inhibition, % at 4.98 µM; 340,000 tested, 0.21% active; AID 504734, 2011;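 active = inhibition above the mean over all tested compounds plus 3 SD, cut at about 21% in these data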;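 note: 0% = DMSO only wells and 100% = clavulanate BLA inhibitor control wells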
TROY NFkB inh = inhibitors of TROY-driven NF-kB signaling, primary screen, Q293 LMP1-TROYcd cells, NF-kB luciferase, uHTS; Q293 LMP1-TROYcd NF-kB luciferase reporter, 4 h; inhibition, % at 10 µM; 360,000 tested, 0.98% active;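 active = compounds whose plate-normalised and pattern-corrected inhibition of the luciferase reporter signal at the single screening dose is 50% or more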
SRC3 inh = SRC3 coactivator transcriptional activity inhibitors, primary screen, cell-based, luminescence | Nuclear receptor coactivator 3 (Homo sapiens), Q9Y6Q9 | HEK293 GAL4-SRC3 luciferase reporter | inhibition, % at 3.6 µM | 360,000 tested, 0.17% active | AID 588352, 2011;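 active = inhibition above a per-campaign cutoff, the mean of all compounds plus 3 SD, cut at about 60% in these data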;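 note: 0% = DMSO-treated cells and 100% = gossypol-treated cells at 36 µM; higher means less SRC3-driven luciferase light from the GAL4 reporter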
C8 TRAIL sens = viability loss with TRAIL in NB7+C8 cells, primary screen, TRAIL sensitizer project, cell-based, ATPlite luminescence; inhibition (viability loss, TRAIL sensitization), % at 10 µM; 360,000 tested, 1% active; AID 624354, 2012;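 active = compounds causing at least 50% loss of cell viability in the single-dose screen, relative to plate controls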
SRC2 inh = inhibition of GAL4-SRC2 driven luciferase reporter, primary screen, SRC2 inhibitor project, cell-based, luminescence. Nuclear receptor coactivator 2 (Homo sapiens), Q15596. HEK293 GAL4-SRC2 luciferase reporter. inhibition, % at 9 µM. 370,000 tested, 0.17% active;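 active = inhibition above the mean inhibition of all tested compounds plus 3 SD, set per campaign, cut at about 52% in these data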;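 note: 0% = DMSO treated cells and 100% = cells given Gossypol at 36 µM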
SRC1 inh = SRC1 coactivator transcriptional activity inhibitors, primary screen, cell-based, luminescence; HEK293 GAL4-SRC1 luciferase reporter; inhibition, % at 3.6 µM; 360,000 tested, 0.12% active;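 active = inhibition above the campaign mean plus 3 SD, with each screening campaign given its own cutoff, cut at about 60% in these data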;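 note: 0% = DMSO treated cells and 100% = gossypol at 36 µM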
LRH-1 inv ag = LRH-1 (NR5A2) inverse agonists, primary screen, cell-based, luminescence, HEK293T, StAR-luciferase reporter; inhibition, % at 3.6 µM; AID 602396, 2012; Nuclear receptor subfamily 5 group A member 2 (Homo sapiens), O00482; 360,000 tested, 0.13% active; LRH-1 transfected, 24 h;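 active = inhibition above the mean inhibition of all tested compounds plus 3 SD, cut at about 73% in these data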;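 note: 0% = DMSO wells and 100% = reporter-only cells lacking LRH-1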
LMP1 NFkB inh = EBV LMP1-driven NF-kappaB luciferase reporter inhibitors, primary screen, cell-based, luminescence, single point; LMP1-induced NF-kappaB luciferase reporter cells; inhibition, % at 12.5 µM; 350,000 tested, 0.69% active; in the data active = inhibition above about 41%;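 note: 0% = neutral control wells and 100% = reference inhibitor control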
NOD2 RIPK2 PPI = NOD2-RIPK2 binding disruptors in cells, primary screen, fluorescence, CHO cells, BLA complementation | CCF4 ratio | inhibition, % at 4.98 µM | 360,000 tested, 0.38% active; in the data active = inhibition above about 21%;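 note: 0% = vehicle only and 100% = reference blocker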
Target sequence (O43353 whole entry, looked up): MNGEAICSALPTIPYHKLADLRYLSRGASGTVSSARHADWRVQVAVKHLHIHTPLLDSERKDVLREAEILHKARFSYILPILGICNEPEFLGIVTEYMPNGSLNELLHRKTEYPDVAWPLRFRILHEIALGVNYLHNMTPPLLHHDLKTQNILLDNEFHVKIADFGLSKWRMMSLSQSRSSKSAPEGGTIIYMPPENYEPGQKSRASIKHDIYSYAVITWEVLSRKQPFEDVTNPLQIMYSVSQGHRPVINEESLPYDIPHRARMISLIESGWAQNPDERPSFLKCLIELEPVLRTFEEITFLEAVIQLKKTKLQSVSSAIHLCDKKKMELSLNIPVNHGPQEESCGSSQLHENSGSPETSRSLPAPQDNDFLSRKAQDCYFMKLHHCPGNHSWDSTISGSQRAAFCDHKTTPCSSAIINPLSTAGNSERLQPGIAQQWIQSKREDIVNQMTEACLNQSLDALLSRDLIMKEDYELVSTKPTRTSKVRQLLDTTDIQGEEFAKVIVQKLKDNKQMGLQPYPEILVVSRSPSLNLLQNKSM
NR2F2 inh = NR2F2 transcriptional activity inhibitors, primary screen, cell-based, luciferase reporter, HEK293T, luminescence; HEK293T NGFI-A luciferase reporter; inhibition, % at 8.6 µM; AID 686940, 2013; 370,000 tested, 0.7% active;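 active = inhibition above a per-plate cutoff, mean inhibition of test wells between control levels plus 3 SD, cut at about 38% in these data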;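 note: cells cotransfected with COUP-TFII expression vector driving the NGFI-A reporter; 0% = median of COUP-TF2 test wells and 100% = reporter-only cells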
Target sequence (P24468 whole entry, looked up): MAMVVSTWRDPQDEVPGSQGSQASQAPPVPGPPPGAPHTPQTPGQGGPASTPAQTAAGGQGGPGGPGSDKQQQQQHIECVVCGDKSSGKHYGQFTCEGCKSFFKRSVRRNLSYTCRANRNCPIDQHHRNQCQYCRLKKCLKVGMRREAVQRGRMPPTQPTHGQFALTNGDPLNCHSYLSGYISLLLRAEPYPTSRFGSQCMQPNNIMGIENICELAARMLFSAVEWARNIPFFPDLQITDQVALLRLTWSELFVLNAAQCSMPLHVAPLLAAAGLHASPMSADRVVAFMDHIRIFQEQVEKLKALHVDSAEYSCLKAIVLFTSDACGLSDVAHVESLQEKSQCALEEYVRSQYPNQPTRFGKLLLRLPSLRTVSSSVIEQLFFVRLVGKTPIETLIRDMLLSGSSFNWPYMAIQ
TWEAK-Fn14 inh = inhibitors of TWEAK-Fn14 signaling, primary screen, luciferase reporter cells, uHTS. TWEAK-stimulated Fn14 reporter cells, luciferase luminescence, 8 h. inhibition, % at 10 µM. 360,000 tested, 2% active; in the data active = inhibition above about 50%
Starred values were filed as active, the others as inactive; . = not tested or not shown. Some of the compounds tested; rates above refer to the full screens.

smiles,SRC2 inh,TROY NFkB inh,SRC1 inh,NR2F2 inh,C8 TRAIL sens,SRC3 inh,LRH-1 inv ag,NOD2 RIPK2 PPI,TWEAK-Fn14 inh,TLR9-MyD88 block,LMP1 NFkB inh
CCN(CC)c1ccc(C(=O)NNC(=O)Cn2c(=O)cnc3ccccc32)cc1,-33.8,-13.3,8.5,-13.7,-11.9,-21.2,18.4,-13.0,-15.3,-2.2,3.5
CCCN1Cc2cccc(C(=O)Nc3ccc4c(c3)OCO4)c2C1=O,-3.7,-24.1,-12.0,-14.7,-4.2,3.4,7.7,-7.2,-12.1,0.3,-3.4
COc1ccc(NC(=O)/C(C#N)=C/c2ccc(OCCN3CCOCC3)c(OC)c2)c(OC)c1,.,30.8,-6.4,.,-0.4,2.2,4.7,-9.8,16.0,2.5,3.0
COc1cc(-c2nc(CN3CCN(C(=O)c4ccco4)CC3)c(C)o2)ccc1F,9.6,-6.8,-13.6,2.6,-3.1,12.5,13.9,-13.0,0.0,4.7,0.8
CC(C(=O)Nc1ccc2c(c1)OCCO2)c1ccc([N+](=O)[O-])cc1 (stereo not drawn),10.1,-0.6,-13.7,3.3,-6.9,-16.4,-8.5,0.6,-13.6,-2.9,-2.0
COC(=O)CSc1nc2c(c(C3CC=CCC3)c1C#N)CCC2 (stereo not drawn),5.0,-6.7,-7.3,-0.2,-9.9,-10.4,2.4,4.2,-24.7,-0.6,-1.3
CCOC(=O)[C@]12CCC=C1N(Cc1ccccc1)C(=O)[C@H](CC(=O)N1CCCCC1)C2,-19.8,-0.8,.,-1.1,-17.2,.,16.0,-8.5,-4.4,.,.
CCOC(=O)Cc1csc(NC(=O)COc2ccccc2OCC)n1,8.9,2.4,-22.6,-5.4,-6.3,4.3,3.0,-7.2,-4.5,-5.3,9.4
Cc1cc(C)n(-c2nnc(Cl)c3ccccc23)n1,-13.0,7.8,-6.7,-12.6,-1.9,-0.2,10.6,-2.2,28.0,1.6,3.2
Cc1cccnc1NC(=O)COc1ccc2c(c1)CCC2,-40.9,-72.5,-79.4,-15.7,7.5,-51.9,-89.7,0.8,-11.6,4.9,-8.6
CC(=O)Oc1ccc(Cn2c(C)c(C(=O)NCc3ccccc3C(F)(F)F)sc2=O)cc1,5.4,6.3,-1.6,25.2,4.6,0.4,8.4,-7.0,-4.3,.,.
O=C1OCCN1C(=O)[C@H]1[C@H](c2ccc([N+](=O)[O-])cc2)C(c2ccccc2)=NN1c1ccccc1,-9.2,11.9,-32.4,-10.1,4.5,4.3,13.7,16.1,8.7,-1.7,3.1
CCCCN(C(=O)c1ccc2c(c1)S(=O)(=O)N=C1CCCCCN12)c1c(N)n(CCCC)c(=O)[nH]c1=O,14.3,1.6,-24.5,16.8,-0.4,-15.9,-6.1,-2.0,0.1,-1.6,5.4
CCCCn1c(CN2CCN(C(=O)c3ccco3)CC2)nc2c1c(=O)n(C)c(=O)n2C,-10.5,3.7,19.6,-3.7,-6.1,9.7,1.8,5.8,11.3,0.2,-3.2
CC(C)c1ccc2oc(-c3ccc(NC(=O)c4ncn[nH]4)cc3)nc2c1,0.7,10.9,.,-15.2,22.0,.,.,.,7.4,2.0,-16.8
CNc1nc(-c2ccc3c(c2)CCN3C(=O)c2ccc(F)cc2)cs1,2.2,3.2,-41.4,-0.9,-9.8,-31.7,-29.1,-6.5,9.4,-5.5,-6.9
CCOC(=O)N1CCN(C(=O)COC(=O)C2CCN(S(=O)(=O)c3ccc(C)c(C)c3)CC2)CC1,2.2,-27.5,-10.4,8.7,-5.6,5.8,2.2,4.0,-3.2,-1.6,-8.5
O=S(=O)(NC1CCN(S(=O)(=O)c2ccc3c(c2)OCCO3)C1)c1c(F)cccc1F (stereo not drawn),-1.2,-4.6,-4.9,5.7,7.6,8.2,-23.5,-8.8,-8.4,-1.7,2.8
CC(=O)c1cnn(-c2nc3c(C)cccc3s2)c1C,-19.6,-64.1,-30.3,-7.2,-11.0,-39.3,-5.1,-9.9,-38.4,-4.5,-42.5
Cc1c(C)c(C)c(S(=O)(=O)N2CCSCC2)c(C)c1C,14.1,-27.0,17.5,-1.6,-1.3,19.0,-8.4,-17.6,-2.4,7.3,-1.9
O=C1OC2(CCCCC2)OC(=O)C1=CNc1nc2ccccc2s1,-29.4,-33.1,-14.1,-30.9,0.9,-0.2,-0.8,-6.6,2.2,5.5,4.0
Cc1ccnn1CC(=O)N/N=C/c1c[nH]c2ccccc12,0.6,-3.2,-16.2,-7.5,1.1,17.9,8.1,-7.4,7.4,-3.3,2.0
O=C(C[n+]1cc(Br)cc(Br)c1)c1ccc(Cl)cc1,-1.0,9.9,-1.5,0.3,-1.8,8.3,2.1,-4.3,0.8,-6.7,-11.4
COc1ccc(Nc2nc(N3CCCCC3)c3ccccc3n2)cc1,13.3,18.4,12.1,37.9*,40.8,5.2,9.7,-3.5,34.9,-3.9,11.2
COc1cccc(NC(=O)CSc2nc3ccccc3nc2N2CCOCC2)c1,4.3,-21.9,-17.3,3.7,0.4,-3.9,1.9,3.2,-31.6,-4.9,-10.1
Cc1noc(C)c1COC(=O)c1ccc2c(c1)OCO2,-9.4,-17.1,-11.7,4.2,1.0,8.3,15.2,-8.8,-13.3,9.8,4.8
COc1ccc(C(=O)N(C)C(C)c2nccs2)cc1OC1CCN(C(C)=O)CC1 (stereo not drawn),-27.1,5.3,9.0,1.6,3.1,-0.5,25.4,0.5,4.0,-2.3,-7.9
CCn1c(N)c(Br)c(=O)[nH]c1=O,10.6,9.9,4.4,-5.2,0.8,-11.9,-14.8,-8.9,9.6,-0.1,-4.2
COc1ccccc1N(CC(=O)Nc1cc(C)on1)S(=O)(=O)c1cccc(C(F)(F)F)c1,13.6,-11.6,-14.0,26.3,-1.7,8.0,-23.3,-6.0,13.3,-8.1,1.9
O=[N+]([O-])c1ccc(Cl)c(/C=N/N2CCN(Cc3ccccc3Cl)CC2)c1,3.6,4.8,-1.8,-2.4,14.9,10.5,-7.4,-8.5,-24.5,5.9,1.7
CCCCNCCS(=O)(=O)NCc1ccccc1,-24.8,0.1,-25.5,-8.1,-4.4,-7.9,-2.6,1.2,11.8,-3.5,-6.3
COc1ccc(NC(=O)C2CC(=O)N/C(=N/NC(=O)c3ccc(Cl)cc3)S2)cc1 (stereo not drawn),-59.3,-11.5,-21.0,-18.1,-6.6,-0.7,-5.5,-3.1,5.6,6.2,2.7
O=C(COC(=O)c1cnccn1)c1ccc(OC(=O)c2ccccc2)cc1,18.4,-54.1,-7.8,3.4,7.1,22.9,10.9,-3.3,-30.3,-8.9,-3.4
Cc1cc(C)cc(NC(=O)C2CCCN(c3nccc(C)n3)C2)c1 (stereo not drawn),.,6.5,5.2,.,8.1,-4.5,20.3,-7.9,8.0,-0.7,-3.5
CCOC(=O)CNC(=O)c1cccnc1Oc1ccc(Cl)cc1,11.4,0.7,9.7,-7.9,-5.8,17.5,-4.6,-6.3,-6.3,-7.6,-0.7
O=C(Nc1nnc([C@@H]2C[C@H](O)[C@@H](CO)O2)s1)c1ccccc1Cl,-19.5,2.4,-0.7,-22.6,0.0,-13.7,15.7,1.4,2.0,.,.
Cc1c(Cl)cccc1NC(=O)CNC(=O)c1ccc(F)cc1,-1.0,1.5,1.6,-3.9,13.0,16.1,-10.9,-5.4,-11.5,-3.3,7.3
Cc1cccc(/C=N/NC(=O)C[n+]2ccccc2)c1,8.8,1.5,-12.2,5.9,-7.6,13.4,19.0,-9.8,-12.3,-2.8,0.3
Nc1cc(Cl)ccc1N1C(=O)CCC1=O,-15.8,-2.1,-15.1,-13.7,4.1,-5.2,0.1,-2.9,21.4,-2.4,-10.6
O=C(O)c1ccc2c(c1)C(=O)N(NC(=O)c1ccccc1)C2=O,-53.6,-15.1,-15.5,-52.6,1.1,-20.7,-87.5,-10.3,16.8,-0.3,2.2
COc1cc(S(=O)(=O)N2CCOCC2)ccc1NC(=O)COC(=O)CC12CC3CC(CC(C3)C1)C2,7.8,1.1,-19.1,2.8,-27.0,-10.9,-0.7,2.6,3.7,-0.8,-0.2
COC(=O)CCC(=O)Nc1sc2c(c1C#N)CCCC2,-22.6,2.4,-37.7,-6.9,17.2,-11.4,-11.1,10.8,-9.4,13.8,9.8
Cc1cc(NC(=O)c2ccc(S(=O)(=O)Nc3ccccc3)cc2)no1,5.9,17.7,-9.0,4.9,-5.7,6.3,1.0,4.0,7.3,-0.1,9.0
COc1ccc(OC)c(NC(=O)CCC(=O)Nc2nnc(C(F)(F)F)s2)c1,-20.0,4.4,2.9,-4.7,-0.8,17.1,-6.4,-4.3,-8.3,-16.5,3.7
CC(C)Cc1nnc(NC(=O)c2cc(S(=O)(=O)N(C)C)ccc2N2CCCC2)s1,-5.4,-7.0,-2.5,10.8,5.3,0.4,7.8,11.3,1.3,3.5,5.4
CCCCn1c(N)c(N(CCOC)C(=O)Cn2c(=O)oc3ccccc32)c(=O)[nH]c1=O,14.5,10.1,-2.1,-2.3,-5.0,-1.8,-8.1,-3.5,0.8,8.1,-1.4
Cc1ccc(C(=O)OCC(=O)N2CCC(c3ccccc3)=N2)cc1,0.1,-14.1,-0.2,19.3,-9.0,4.2,-2.9,-11.8,-1.4,-1.4,-4.6
CCCCCCc1c(C)c2ccc(OCC(=O)N[C@@H](Cc3ccccc3)C(=O)O)cc2oc1=O,-19.2,21.1,0.3,17.3,5.2,10.8,-7.5,2.5,19.3,2.3,-5.8
CC(=O)N1CCCN(C(=O)c2ccc3nc(Cc4cccc(Cl)c4)oc3c2)CC1,12.6,-30.5,7.4,1.4,-2.5,-1.9,-24.4,-4.1,-3.9,3.6,2.0
C=CCc1c(OC(C)=O)c2ccccc2n(C)c1=O,17.9,14.4,13.9,39.8*,-11.8,30.6,0.5,-18.3,54.5*,2.3,-10.0

In a second layout: entries from further up
Results follow in this order: SRC2 inh | TROY NFkB inh | SRC1 inh | NR2F2 inh | C8 TRAIL sens | SRC3 inh | LRH-1 inv ag | NOD2 RIPK2 PPI | TWEAK-Fn14 inh | TLR9-MyD88 block | LMP1 NFkB inh
- CC(=O)N1CCCN(C(=O)c2ccc3nc(Cc4cccc(Cl)c4)oc3c2)CC1
  12.6 | -30.5 | 7.4 | 1.4 | -2.5 | -1.9 | -24.4 | -4.1 | -3.9 | 3.6 | 2.0
- CCOC(=O)CNC(=O)c1cccnc1Oc1ccc(Cl)cc1
  11.4 | 0.7 | 9.7 | -7.9 | -5.8 | 17.5 | -4.6 | -6.3 | -6.3 | -7.6 | -0.7
